MT stabilize HCS – microtubule stabilizers in HeLa cells, primary screen, imaging, high-content imaging; HeLa tubulin immunostaining HCS, 24 h; share of cells brighter than vehicle mean+2SD; % tubulin-high responders, % at 10 µM; 200,000 tested, 0.83% active; AID 2205, 2009;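 active means plate Z-score above 3 for both tubulin-high and condensed-nucleus cell shares, with cell loss under 80%, at 10 µM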;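 further: anti alpha tubulin signal scored within the nucleus-defined area of each cell; some results filed as inactive read as strong as hits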
Dynein cargo inh – inhibitors of GR-EGFP nuclear translocation, primary screen, dynein cargo transport inhibitor project, imaging, high-content, 3617.4 mouse cells; test concentration mostly 20 µM; stimulated with dexamethasone, 1 µM; hits give low values; z-score, hits read low; 220,000 tested, 0.47% active;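 active means plate z-score of nuclear minus cytoplasmic receptor signal below a set negative limit, without overly bright fluorescence or cell loss, cut at about -3.5 in these data, passing the limit was not always enough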;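 further: z-score of nuclear minus cytoplasmic ring GR-EGFP intensity difference per well; some compounds called inactive have numbers as strong as hits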
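Buffer or medium: Induction medium lacking tetracycline, stripped serum | Also added: Dexamethasone agonist, 1.0 µM final, for 30 min | Timing: 48 h induction, 1 h compound, 30 min dex at 37 °C | Detection: Formaldehyde fixation, Hoechst nuclear stain, 10x automated fluorescence imaging | Measure: Nuclear versus cytoplasmic GR-EGFP signal, averaged per well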
bCat nuc transl – modulators of beta-catenin nuclear translocation, primary screen, imaging, HeLa cells, immunofluorescence, high-content; nuclear translocation activity, % at 5 µM; 190,000 tested, 0.3% active;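 active means nuclear translocation activity above 50% at 5 µM, with a well cell count of 50 or more; inconclusive means wells under 50 cells across six images, flagged as toxic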;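 further: per-cell ratio of nuclear to cytoplasmic median beta-catenin stain intensity; plate controls were DMSO negative control for no effect and GSK-3 inhibitor IX positive control for full effect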
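Test system: human HeLa cells, endogenous beta-catenin. Times: 24 h compound exposure, 37°C. Measured by: beta-catenin immunofluorescence imaging with DAPI.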
Autophagy HCS – autophagy modulators in MEF cells, primary screen, imaging, high-content, MEF GFP-LC3; MEF GFP-LC3 puncta imaging; test concentration mostly 10 µM; calls only at 10 µM (by protocol); 190,000 tested, 0.98% active; AID 463193, 2010;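 active means percentage of spot-positive cells more than 3 SD above its plate mean, without a fluorescence outlier flag or 80% toxicity; inconclusive means no clear call, values can overlap the other calls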;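 further: spot-positive cell cutoff set from DMSO-treated cells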
NOD2 inhibition – NOD2 signaling inhibitors, cell-based, luminescence, uHTS, HEK293 (AID 1566). HEK293 NOD2/NF-kB luciferase reporter, luminescence; higher % means a stronger effect. inhibition, % at 4 µM; hits with a dose series show EC50 in µM. 290,000 tested, 0.63% active; in the data active means inhibition above about 50%; further: many of its hits are not listed in these tables
Insulin prom up – insulin promoter activators in MIN6 cells, imaging, high-content screening, mouse beta cells. MIN6 insulin promoter-GFP reporter; hits give high values. z-score at 5 µM. 190,000 tested, 0.3% active;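 active means z-score above 3 at 5 µM with at least 500 cells counted in the well; inconclusive means wells under 500 cells, flagged as cytotoxic or low count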
Lipid droplet – inhibitors of hepatocyte lipid droplet formation, primary screen, imaging, high-throughput imaging, BODIPY stain; 240,000 tested, 0.4% active; inhibition, % at 6.5 µM; AML12 mouse hepatocytes, oleate lipid droplets; AID 1656, 2009;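 active means lipid droplet intensity inhibited by at least 50%, with more than 500 cells counted; inconclusive means wells with under 300 cells, treated as cytotoxic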
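Assay system: AML12 mouse liver cells | Compound: 6.5 µM single-point dosing | Schedule: Overnight exposure | Technique: Fluorescence imaging, 20x objective, two fields per well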
Yfh1-depleted yeast – enhancers of respiration in Yfh1-depleted yeast, dose response, Friedreich's ataxia, plus single-dose screen (AID 1465) | S. cerevisiae Yfh1-off respiration, WST-1 reduction, 72 h; higher fold induction means a stronger effect | fold induction at 50 µM, or EC50 in µM where a hit was titrated | 220,000 tested, 0.074% active;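 active means fold induction of absorbance versus untreated yeast above a set limit, then at least 30% activation at any dose in follow-up; inconclusive means repeats straddling the limit, or above it without dose testing; inactive means fold induction below the set limit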;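 further: activators that raise dye reduction in frataxin-depleted yeast; strong numbers were not always called active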
WT yeast gro inh – growth inhibition of WT strain, primary screen, mitochondrial fusion inhibitor project, WT and mutant strains, chemical genetic | mitochondrial fusion phenotypic screen | AID 1362, 2008 | inhibition, % at 10 µM | 190,000 tested, 2.1% active; in the data active means inhibition above about 58%; tested in S. cerevisiae
WT yeast gro inh mutant strain – further read-out of WT yeast gro inh, marked with its call; inhibition, %; mitochondrial fusion phenotypic screen, mutant strain inhibition
Dynein cargo inh cytoplasmic EGFP – also measured in Dynein cargo inh; calls as there; z-score; measured here: cytoplasmic GR-EGFP intensity; hits give high values
Dynein cargo inh nuclear GR-EGFP – recorded beside Dynein cargo inh, whose call it bears; z-score; measured here: nuclear GR-EGFP intensity;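 lower value marks the stronger effect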
Dynein cargo inh cell count – also measured in Dynein cargo inh; calls as there; z-score; measured here: cell count per field
Insulin prom up cell count – further read-out of Insulin prom up, marked with its call; cell count; measured here: cytotoxicity, nuclei count;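 total cells summed across four imaged fields per well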
Lipid droplet cells 6.5 µM – also measured in Lipid droplet; calls as there; cell count; measured here: cell count, cytotoxicity flag;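 cells counted across two imaged fields per well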
bCat nuc transl cell count 5 µM – further read-out of bCat nuc transl, marked with its call; cell count; measured here: cell count, cytotoxicity flag
MT stabilize HCS Hoechst-high % – recorded beside MT stabilize HCS, whose call it bears; % Hoechst-high responders; measured here: nuclear condensation Hoechst responders;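 share of cells brighter than vehicle mean plus two SD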
MT stabilize HCS cytotoxicity % – recorded beside MT stabilize HCS, whose call it bears; toxicity, %; measured here: cytotoxicity by cell density;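 0% = mean cell density of plate MIN control wells and 100% = no cells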
Autophagy HCS cell loss 18 h – also measured in Autophagy HCS; calls as there; toxicity, %; measured here: cell loss, nuclei count;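 cell loss after 18 h compound exposure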
* marks the source's active call; other numbers are inactive results; i = inactive; ? = inconclusive; nt = no result given.

SMILES	MT stabilize HCS	MT stabilize HCS Hoechst-high %	MT stabilize HCS cytotoxicity %	Dynein cargo inh	Dynein cargo inh cytoplasmic EGFP	Dynein cargo inh nuclear GR-EGFP	Dynein cargo inh cell count	bCat nuc transl	bCat nuc transl cell count 5 µM	Autophagy HCS	Autophagy HCS cell loss 18 h	NOD2 inhibition	Insulin prom up	Insulin prom up cell count	Lipid droplet	Lipid droplet cells 6.5 µM	Yfh1-depleted yeast	WT yeast gro inh	WT yeast gro inh mutant strain
O=C(c1cccnc1)N1CCN(C/C=C/c2ccccc2)CC1	2.4	1.7	3.9	0.3	-0.26	0.41	0.36	-0.9	1170	i	5	9%	0.08	1325	18	654	i	-2	-2
CCC(=O)c1ccc(N2CCN(C(=O)Cc3ccccc3)CC2)c(F)c1	2.2	1.7	5.4	-0.18	-0.25	-0.15	0.7	0.6	1158	i	1	-2%	0.45	1781	-3	631	i	-2	-32
Cc1cc2ncc(C(=O)N=CN(C)C)cn2n1	0.8	1.7	9.4	-0.48	-0.35	-0.33	0.39	-1.0	1017	i	4	7%	-0.19	1253	21	703	i	-5	7
O=C(O)c1cc2nc3c(c(C(F)(F)F)n2n1)CCCC3	3.6	1.8	4.4	-0.79	-0.18	-0.55	-0.34	1.9	995	i	33	2%	-0.19	1451	-9	625	i	-9	-11
CCCN(CCC)C(=O)CSc1nc2ccccc2c(=O)n1C1CCCC1	3.3	2.3	6.3	0.17	-0.077	0.69	-2.4	-0.3	1057	i	25	11%	-0.19	1853	-22	636	i	16	23
C=CCNC(=S)NNC(=O)C(CCC(C)C)CC(C)(C)O (stereo not drawn)	1.4	1.7	4.4	0.035	-0.31	-0.06	0.18	nt	nt	i	2	6%	-0.66	957	8	773	i	-9	12
COc1ccc(C)cc1NC(=O)C1COc2ccccc2O1 (stereo not drawn)	2.0	1.8	7.7	-0.57	-0.16	-0.32	-0.001	2.3	1092	i	5	-10%	-0.67	1203	-7	684	i	8	1
O=C(NCc1ccco1)C1CC(=O)N(c2ccc(O)cc2)C1 (stereo not drawn)	6.0	2.5	6.2	2.4	-0.12	1.1	-0.95	-1.8	1070	i	7	8%	-0.02	1247	4	792	i	6	1
CCOC(=O)c1cnc(-n2nc(C)cc2C)nc1NCc1ccc2c(c1)OCO2	3.7	3.2	11	0.06	-0.25	0.21	0.21	-3.1	1245	i	2	-50%	-2.8	1047	-2	778	i	45	28
CCc1onc(C)c1C(=O)Nc1ccc2c(c1)OCO2	1.1	1.2	8.1	-0.59	-0.22	0.42	0.14	-0.2	1086	i	12	7%	-0.28	1261	3	695	i	-5	12
O=C(N/C=C/n1cnc2cc(C(F)(F)F)ccc21)c1ccccc1F	1.9	1.9	1.0	-0.14	-0.36	0.68	-0.069	-1.1	1112	i	18	16%	-0.72	1288	8	735	i	14	10
COC(=O)N1CC=CC1(C)C(=O)NCc1cc(F)cc(C(F)(F)F)c1 (stereo not drawn)	3.1	1.8	4.6	0.6	-0.29	0.59	0.18	-4.4	580	i	2	14%	0.78	1337	9	751	i	-5	-17
CCN1CC(CN(C)Cc2cn(-c3cccc(C)c3)nc2-c2cccc(F)c2)CC1=O (stereo not drawn)	4.2	1.8	5.0	-0.89	-0.28	-0.29	0.37	0.9	999	i	22	7%	-0.23	1496	-5	730	i	22	4
O=C1CC(C(=O)Nc2ccc(Br)cc2)C2(CCCC2)O1 (stereo not drawn)	2.5	1.8	3.7	0.097	-0.13	0.26	0.68	0.5	968	i	-5	10%	-0.5	1187	-10	720	nt	-1	-20
CC1=Nc2cc(Cl)ccc2Oc2ccccc21	2.4	1.4	4.7	2.4	-0.29	1.2	-1	-0.4	959	i	11	17%	nt	nt	-9	557	i	-14	1
COc1ccccc1NS(=O)(=O)c1cc(NC(=O)c2ccccc2F)ccc1N1CCOCC1	5.4	3.5	7.0	0.37	-0.27	0.39	-0.27	0.3	1049	i	-2	-12%	-1.1	1254	-32	665	i	-5	9
COC(=O)[C@@]1(Cc2ccc(F)cc2)[C@H]2c3cc(C(=O)N(C)C)n(Cc4c(CO)[nH]cc(C)c4=O)c3C[C@H]2CN1C(=O)c1ccccc1	2.5	2.4	6.5	0.35	-0.28	0.56	0.16	nt	nt	i	3	5%	0.76	1229	-4	704	i	4	4
O=C(NCc1ccccc1)NC1CCS(=O)(=O)C1 (stereo not drawn)	2.5	1.9	6.3	0.96	-0.33	0.11	-0.16	0.2	1531	i	23	18%	0.1	1443	0	640	i	4	6
COC(=O)c1nn(-c2ccccc2)c(=O)cc1O	4.2	2.3	7.2	2.8	-0.16	0.99	-1	1.3	1070	i	-8	12%	-0.39	1242	nt	nt	i	-7	-15
COc1ccc(/C=C(\C)c2nc(C)c(-c3ccccc3)c(=O)[nH]2)cc1	nt	nt	nt	0.59	-0.27	0.19	-0.033	0.7	1326	nt	nt	18%	-0.48	1162	11	745	i	nt	nt
COc1ccc2c(c1OC)C(=O)N1c3ccccc3C(=O)N(c3ccccc3F)C21 (stereo not drawn)	4.5	4.1	18	1.1	-0.015	1.1	-0.78	0.4	1124	?	nt	7%	-0.25	1236	38	670	i	17	-36
COC(=O)c1ccccc1NC(=O)COC(=O)c1cccnc1	6.0	1.6	1.5	2.7	-0.13	1.3	-1.9	-7.4	1179	i	0	1%	0.2	777	25	732	i	14	20
CC1CCCN(C(C(=O)Nc2ccc3c(c2)OCO3)c2ccccc2)C1 (stereo not drawn)	4.3	2.8	6.1	-1	-0.059	-0.55	0.99	-1.4	1188	i	3	0%	-0.14	993	nt	nt	i	2	5
COc1ccc(/C=C/C(=O)Nc2ccccc2C(F)(F)F)cc1	6.2	2.1	7.7	-0.25	-0.33	-0.45	0.39	-2.2	966	i	-13	-25%	nt	nt	-27	460	i	-9	0
COc1ccc(C)cc1NC(=O)C1CCCN(S(=O)(=O)c2cnc[nH]2)C1 (stereo not drawn)	3.0	3.1	8.1	-0.37	-0.12	0.0059	-0.18	nt	nt	i	3	3%	-0.19	923	nt	nt	i	-9	10
CCCSc1nnc(-c2ccccc2NC(=O)CC)c(=O)[nH]1	4.2	1.6	6.7	1.5	-0.16	0.68	-0.52	nt	nt	i	-3	1%	0.94	1192	2	710	i	-6	-6
CNC(=S)Nc1cccc(C(=O)OC)c1	nt	nt	nt	2	-0.28	0.81	-0.88	0.1	1360	nt	nt	-75%	-0.22	1016	0	748	i	nt	nt
COC(=O)c1c(NC(=O)CN2CCN(Cc3ccc4c(c3)OCO4)CC2)sc(C)c1C	3.9	5.8	2.5	-1.1	-0.29	-0.49	0.46	-0.9	984	i	13	-31%	-5	843	nt	nt	i	48	47
C/C(=N\NS(=O)(=O)c1ccc(C)cc1)c1cccs1	1.6	0.6	4.4	1.3	-0.32	0.7	-0.91	nt	nt	i	-14	2%	-0.53	962	nt	nt	i	8	2
COc1ccc(C2=NN(C(=O)CSc3ncccn3)C(c3ccc(OC)cc3)C2)cc1 (stereo not drawn)	3.6	2.1	6.2	-0.72	-0.12	-0.5	-0.012	-1.4	1100	i	-1	6%	0.1	1421	14	673	i	19	-19
CSc1ncc(Cl)c(C(=O)Nc2ccc(S(=O)(=O)N3CCOCC3)cc2)n1	1.6	1.7	4.9	0.38	-0.28	0.37	1.6	-4.4	1118	i	-2	6%	-0.59	1263	3	727	i	0	20
O=c1cc(N2CCCCC2)c(-c2ccccc2)nn1Cc1ccccc1	2.6	2.3	8.8	-0.16	-0.19	0.29	-1.1	-1.4	1068	i	3	-4%	1.1	1064	-16	696	i	76*	3.6*
O=C(/C=C/c1ccccc1[N+](=O)[O-])N1CCN(C(=O)c2ccco2)CC1	5.2	5.0	4.0	0.16	-0.35	0.39	0.14	-0.9	1154	i	14	-2%	-0.47	1069	-8	708	i	-9	7
O=C(NCc1cccnc1)c1cnc2ccccc2n1	nt	nt	nt	-0.58	-0.14	-0.31	-0.015	-2.3	1117	nt	nt	23%	-0.19	1468	3	697	i	nt	nt
O=[N+]([O-])c1cccc(S(=O)(=O)c2ccc(N3CCCCC3)c([N+](=O)[O-])c2)c1	3.9	3.1	14	-1.3	-0.27	-0.48	2.8	1.0	1142	i	12	5%	-0.75	1370	-36	694	i	19	-9

Screening results from PubChem.

A portion of the library. The share of hits here may be higher or lower than overall.
